PAFAH1B3 FP inh: PAFAH1B3 enzyme inhibitors, primary screen, biochemical, fluorescence polarization, human | inhibition, % at 3.39 µM | Platelet-activating factor acetylhydrolase IB subunit alpha1 (Homo sapiens), Q15102 | recombinant PAFAH1B3, FP-rhodamine probe | AID 492972, 2010 | 340,000 tested, 0.28% active;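 active = inhibition above the screen-wide average of all tested compounds plus 3 SD, cut at about 25% in these data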;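 note: 0% = enzyme with DMSO only and 100% = wells lacking PAFAH1B3 protein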
LYPLA2 inh: LYPLA2 inhibitors, primary screen, counter-screen for PME1 inhibitor project, biochemical, fluorescence polarization, FP-Rh probe ABPP; Acyl-protein thioesterase 2 (Homo sapiens), O95372; recombinant LYPLA2; 320,000 tested, 0.38% active; AID 2177, 2009; inhibition, % at 5.9 µM;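 active = inhibition above the screen-wide mean plus 3 SD, limit set per campaign, cut at about 26% in these data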;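 note: 0% = LYPLA2 with DMSO and 100% = wells lacking LYPLA2 enzyme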
PREPL inh: PREPL enzyme inhibitors, primary screen, biochemical, fluorescence polarization | Prolyl endopeptidase-like (Homo sapiens), Q4J6C6 | recombinant PREPL, fluorescence polarization activity-based probe | inhibition, % at 5.96 µM | 320,000 tested, 0.68% active; in the data active = inhibition above about 43%;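 note: 0% = enzyme with DMSO and 100% = wells lacking enzyme; many of its hits are not listed in these tables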
Target sequence (Q4J6C6 whole entry, looked up): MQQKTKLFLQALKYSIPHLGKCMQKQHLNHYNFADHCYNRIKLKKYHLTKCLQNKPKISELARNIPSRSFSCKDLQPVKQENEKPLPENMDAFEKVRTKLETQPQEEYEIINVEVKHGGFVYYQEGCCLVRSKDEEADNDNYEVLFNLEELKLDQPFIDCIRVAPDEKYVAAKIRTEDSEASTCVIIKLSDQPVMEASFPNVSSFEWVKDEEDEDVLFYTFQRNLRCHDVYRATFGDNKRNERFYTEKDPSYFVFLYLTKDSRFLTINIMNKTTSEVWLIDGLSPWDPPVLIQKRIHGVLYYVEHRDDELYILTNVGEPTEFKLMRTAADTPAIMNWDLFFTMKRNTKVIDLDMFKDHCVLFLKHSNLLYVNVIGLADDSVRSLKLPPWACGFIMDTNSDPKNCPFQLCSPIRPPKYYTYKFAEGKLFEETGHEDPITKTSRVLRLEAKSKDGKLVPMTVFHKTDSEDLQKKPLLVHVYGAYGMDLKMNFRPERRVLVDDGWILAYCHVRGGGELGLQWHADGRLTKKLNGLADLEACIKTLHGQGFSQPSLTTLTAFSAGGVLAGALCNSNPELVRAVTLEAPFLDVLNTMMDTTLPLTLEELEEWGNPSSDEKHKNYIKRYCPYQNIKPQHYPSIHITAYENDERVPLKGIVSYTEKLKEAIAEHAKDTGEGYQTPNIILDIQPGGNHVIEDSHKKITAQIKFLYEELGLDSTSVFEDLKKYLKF
pPAFAH inh: pPAFAH enzyme inhibitors, primary screen, biochemical, fluorescence polarization, human | Platelet-activating factor acetylhydrolase (Homo sapiens), Q13093 | recombinant pPAFAH, FP-rhodamine probe fluorescence polarization | inhibition, % at 3.39 µM | 330,000 tested, 1.5% active | AID 463082, 2010;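 active = inhibition above the mean inhibition across the screen plus 3 SD, cut at about 25% in these data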;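 note: inhibitors block binding of the rhodamine activity-based probe so polarization drops; 0% = enzyme with DMSO and 100% = wells lacking pPAFAH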
PAFAH1B2 FP inh: PAFAH1B2 enzyme inhibitors, primary screen, biochemical, fluorescence polarization, human; Platelet-activating factor acetylhydrolase IB subunit alpha2 (Homo sapiens), P68402; recombinant PAFAH1B2, FP-rhodamine activity probe; inhibition, % at 3.39 µM; 340,000 tested, 1.2% active; AID 492953, 2010;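 active = inhibition above the mean of all tested compounds plus 3 SD, cut at about 24% in these data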;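 note: 0% = enzyme with DMSO and 100% = wells lacking PAFAH1B2; many of its hits are not listed in these tables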
ZTA counter: ZTA (EBV) inhibition in EBNA-1 counter-screen | P03206 | ZTA-DNA binding, fluorescence polarization | inhibition, % at 11 µM | 320,000 tested, 0.15% active; in the data active = inhibition above about 33%
LYPLA1 inh: LYPLA1 inhibitors, primary screen, counter-screen for PME1 inhibitor project, biochemical, fluorescence polarization, FP-Rh probe ABPP | recombinant LYPLA1 | Acyl-protein thioesterase 1 (Homo sapiens), O75608 | inhibition, % at 5.9 µM | 320,000 tested, 0.16% active;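 active = inhibition above the mean of all tested compounds plus 3 SD, set per campaign, cut at about 14% in these data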;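 note: inhibitors block serine hydrolase probe labeling of LYPLA1 so polarization falls; 0% = enzyme with DMSO and 100% = wells lacking LYPLA1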
Target sequence (O75608 whole entry, looked up): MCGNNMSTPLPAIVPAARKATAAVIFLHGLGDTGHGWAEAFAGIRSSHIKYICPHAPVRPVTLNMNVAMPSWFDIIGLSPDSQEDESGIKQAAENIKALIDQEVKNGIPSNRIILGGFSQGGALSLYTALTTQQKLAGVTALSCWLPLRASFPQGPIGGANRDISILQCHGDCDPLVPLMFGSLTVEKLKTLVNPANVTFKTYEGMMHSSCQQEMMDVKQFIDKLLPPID
PAFAH2 inh: PAFAH2 enzyme inhibitors, primary screen, biochemical, fluorescence polarization, human. recombinant PAFAH2, FP-rhodamine activity probe. inhibition, % at 3.39 µM. 340,000 tested, 0.99% active;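 active = inhibition above the mean over all tested compounds plus 3 SD, cut at about 30% in these data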;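 note: inhibitors block probe labeling of enzyme so polarization drops; 0% = enzyme with DMSO and 100% = wells lacking PAFAH2 protein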
EBNA-1 inhibitor: EBNA-1 DNA-binding inhibitors, primary screen, biochemical, fluorescence polarization | inhibition, % at 14.8 µM | 300,000 tested, 0.34% active; in the data active = inhibition above about 28%
Numbers without * were called inactive; . = no result given. A portion of the library; the hit share may differ from the screen's.

| no. | structure | PAFAH1B3 FP inh | PREPL inh | PAFAH1B2 FP inh | LYPLA2 inh | LYPLA1 inh | PAFAH2 inh | pPAFAH inh | EBNA-1 inhibitor | ZTA counter |
| --- | --- | --- | --- | --- | --- | --- | --- | --- | --- | --- |
| 1 | COc1ccc(N2C(=O)CC(N3CCN(c4nc5ccccc5s4)CC3)C2=O)cc1 (centres undefined) | -4 | 35 | 6 | 24 | 7 | 4 | -1 | -8 | -8 |
| 2 | CC(=O)NC1C(=O)N=C(SC(C)C(=O)Nc2cccc(Cl)c2)NC1=O (centres undefined) | 7 | 12 | 7 | -7 | 1 | 2 | -1 | -7 | -7 |
| 3 | O=C(CNCCO)NC12CC3CC(CC(C3)C1)C2 | 6 | -7 | 8 | -5 | 2 | 0 | -1 | 3 | -13 |
| 4 | CCOC(=O)c1ccc(N2C(=O)C3CCCN3C2=S)cc1 (centres undefined) | 1 | 10 | 2 | 6 | 4 | 4 | 2 | . | -8 |
| 5 | OC(COc1ccc(Cl)cc1)CSc1ccccn1 (centres undefined) | 2 | -21 | 10 | 3 | 4 | -2 | 2 | 8 | -19 |
| 6 | CC(=O)c1c(OCC(=O)N(C)C2CCCCC2)ccc2c(C)cc(=O)oc12 | 10 | 9 | 6 | . | . | 7 | 7 | . | . |
| 7 | O=CNC(n1cnc2c(N3CCOCC3)ncnc21)C(Cl)(Cl)Cl (centres undefined) | 2 | 7 | 4 | -1 | -2 | 3 | -3 | -9 | -7 |
| 8 | C[C@@]12C(=O)N(CCc3c[nH]c4ccccc34)CC(=O)N1[C@H]1c3ccccc3OC[C@@H]1[C@@H]2c1ccccc1 | 1 | -2 | 4 | -2 | -7 | -2 | -6 | . | 8 |
| 9 | Cc1ccc(N2CC(C(=O)OCC(=O)c3ccc[nH]3)CC2=O)cc1 (centres undefined) | 1 | -4 | -4 | -3 | 1 | 6 | 8 | 7 | 5 |
| 10 | CSCCC1C(=O)OC2(C)CC(C)(C)NC(=S)N12 (centres undefined) | 5 | -6 | -1 | -2 | -1 | -6 | 1 | 4 | 0 |
| 11 | COc1ccc(C(=O)NC(=S)Nc2cccc(NC(=O)c3ccco3)c2)cc1[N+](=O)[O-] | 9 | -10 | 5 | 48* | 37* | -19 | -7 | -2 | 5 |
| 12 | CC(C)C(c1nnnn1C1CCCC1)N1c2ccccc2CC1C (centres undefined) | 4 | 14 | -2 | 3 | 2 | -5 | 2 | 3 | -11 |
| 13 | Cc1ccc(/C(O)=C2\C(=O)C(=O)N(CCc3c[nH]c4ccccc34)C2c2cccnc2)cc1 (centres undefined) | 6 | -1 | 1 | -4 | -2 | 3 | 5 | 15 | 9 |
| 14 | CCn1nc(C)cc1C(=O)N1CCCC(N2CCN(c3cccc(Cl)c3)CC2)C1 (centres undefined) | -2 | 15 | 8 | 46* | 3 | -4 | 3 | 1 | 16 |
| 15 | Cc1cc(C)c(NC(=O)Nc2ccc3c(c2)OCO3)c(C)c1 | 6 | 6 | 2 | -1 | 5 | -3 | 1 | 4 | 7 |

Next section
| no. | structure | PAFAH1B3 FP inh | PREPL inh | PAFAH1B2 FP inh | LYPLA2 inh | LYPLA1 inh | PAFAH2 inh | pPAFAH inh | EBNA-1 inhibitor | ZTA counter |
| --- | --- | --- | --- | --- | --- | --- | --- | --- | --- | --- |
| 16 | CC(C)(C)c1ccc(C(=O)Nc2ccc(C(=O)NCc3cccnc3)cc2)cc1 | 3 | -21 | -5 | -20 | -5 | -12 | -45 | -13 | -10 |
| 17 | COc1ccc(S(=O)(=O)CCC(=O)Nc2c(C)cccc2C)cc1 | 5 | 9 | 2 | -7 | 0 | -9 | -5 | -20 | 3 |
| 18 | O=C(Nc1ccc(OCC(=O)N2CCOCC2)cc1)c1cc(F)c(F)cc1Cl | 5 | -5 | 2 | 2 | 1 | -9 | 7 | -3 | 6 |
| 19 | N/C(=N\OC(=O)c1ccccc1F)c1cccc([N+](=O)[O-])c1 | 11 | 10 | -2 | -3 | -5 | 10 | -6 | -3 | -5 |
| 20 | O=C(CSCc1ccc(Cl)cc1)Nc1nccs1 | 8 | 6 | 28* | 4 | -1 | 9 | 3 | -1 | 9 |
| 21 | Cc1c(C=C2C(=O)c3ccccc3C2=O)cc(C#N)n1C | . | 0 | . | 5 | 2 | . | 7 | 2 | -5 |
| 22 | COC(=O)c1ccc(OC(=O)CCN2c3ccccc3Sc3ccccc32)cc1 | 4 | 1 | -6 | 4 | 2 | 3 | 13 | -13 | -7 |
| 23 | CC[C@]12c3[nH]c4cc(-c5ccco5)ccc4c3CCN1C(=O)[C@@H](CC(=O)NCCCOC)C[C@@H]2C(=O)N1CCN(C(=O)C2CC2)CC1 | 4 | . | 2 | . | . | 2 | 8 | . | . |
| 24 | Cc1ccc(OCC(=O)Nc2cccnc2Cl)cc1C | 1 | -3 | -2 | -1 | -4 | 0 | -2 | 3 | 12 |
| 25 | Fc1ccc(CSc2ncnc3c2oc2ccccc23)cc1 | 0 | -5 | -3 | -1 | -2 | 4 | 2 | -7 | 3 |
| 26 | COC(=O)c1cn(NC(=O)c2cc([N+](=O)[O-])ccc2F)c(=O)c2ccccc12 | 8 | -7 | 2 | 3 | 0 | 9 | 1 | -8 | -15 |
| 27 | CCOC(=O)CC1CCCCN1C(=O)CCCn1nnnc1CN1CCOCC1 (centres undefined) | 12 | -9 | 7 | -3 | -3 | 2 | -5 | -8 | -3 |
| 28 | COC(=O)c1cc(Br)ccc1N(Cc1cc(OC)cc(OC)c1)S(C)(=O)=O | 3 | 23 | 3 | 5 | -2 | 2 | -4 | . | -1 |
| 29 | CCNC(=O)N(CC)C[C@H]1N[C@@](Cc2ccccc2)(C(=O)OC)[C@H]2C(=O)N(Cc3ccccc3)C(=O)[C@@H]12 | 11 | 22 | 4 | . | . | 0 | -7 | . | . |
| 30 | CC1CCCCN1S(=O)(=O)c1ccc(C(=O)Nc2nnc(-c3ccncc3)o2)cc1 (centres undefined) | 4 | 4 | 6 | 2 | 0 | -5 | 1 | 7 | -29 |

Following part:
| no. | structure | PAFAH1B3 FP inh | PREPL inh | PAFAH1B2 FP inh | LYPLA2 inh | LYPLA1 inh | PAFAH2 inh | pPAFAH inh | EBNA-1 inhibitor | ZTA counter |
| --- | --- | --- | --- | --- | --- | --- | --- | --- | --- | --- |
| 31 | CCOc1ccc(CCNC(=O)COC(=O)/C=C/c2cccc(OC)c2)cc1OCC | -7 | 9 | 3 | 2 | -2 | 6 | -1 | -5 | 0 |
| 32 | COC(=O)c1ccc(C)c(NC(=S)NCc2ccc(Cl)cc2)c1 | 6 | -22 | 8 | -2 | -6 | 2 | 2 | -4 | -12 |
| 33 | COc1ccc(N2CCC(CNC(=S)Nc3cccc(OC)c3)C2)cc1 (centres undefined) | . | 34 | . | 1 | -1 | . | 10 | -5 | -20 |
| 34 | Cc1cc(C)c(-n2c(C)cc(/C=C3/NC(=O)NC3=O)c2C)c(C)c1 | . | 17 | . | 11 | 6 | . | 27* | 4 | 4 |
| 35 | CC(C)(C)OC(=O)N1CCCC(C(=O)Nc2ccc(C(=O)N3CCCCC3)cc2)C1 (centres undefined) | 8 | 9 | 4 | . | . | -1 | 2 | . | . |
| 36 | CCN(Cc1cc(=O)[nH]c2ccccc12)C(=O)c1ccc(C)cc1 | 7 | 13 | 0 | 0 | 1 | -8 | 2 | -13 | -5 |
| 37 | CC(C)c1ccc(S(=O)(=O)/N=C2\C=C(NS(=O)(=O)c3ccccc3)C(=O)c3ccccc32)cc1 | -2 | 9 | 23 | -19 | -13 | 26 | 26* | -4 | 4 |
| 38 | NC(=O)Cc1ccc(C(=O)c2ccc(Cl)cc2)s1 | 3 | 8 | -2 | 2 | 0 | -1 | 2 | -3 | -12 |
| 39 | Cc1ccc(SCCC(=O)Nc2ccccc2C(=O)NC2CCCCC2)cc1 | -1 | -1 | 12 | 4 | 1 | 8 | 3 | 2 | -7 |
| 40 | COc1cc(C(=O)N2CCN(c3cccc(C)c3C)CC2)ccc1OCC(=O)N1CCOCC1 | 6 | 29 | 5 | -1 | 0 | 4 | -2 | . | -7 |
| 41 | O=C(COc1cccc2ccccc12)Nc1ccc(Cl)cc1C(=O)O | 0 | 1 | -5 | -10 | -8 | 0 | -3 | 1 | 8 |
| 42 | O=C(Nc1ccccc1Oc1cccnc1)C1CCCN(Cc2ccccc2O)C1 (centres undefined) | 11 | 8 | 2 | 5 | 4 | 7 | -1 | 4 | -32 |
| 43 | Cc1ccc(-n2c(C3CC3c3ccc(Cl)cc3)n[nH]c2=S)cc1 (centres undefined) | 10 | -12 | 12 | -3 | -2 | -5 | 0 | 4 | -7 |
| 44 | O=c1[nH]c2ccccc2nc1C(Cl)c1ccccc1 (centres undefined) | . | -10 | . | -6 | 0 | . | 5 | 6 | 14 |
| 45 | Cc1ccnc(NC(=O)c2ccccc2[N+](=O)[O-])c1 | 7 | -9 | 4 | 6 | -4 | -7 | 6 | 10 | 16 |

Next section:
| no. | structure | PAFAH1B3 FP inh | PREPL inh | PAFAH1B2 FP inh | LYPLA2 inh | LYPLA1 inh | PAFAH2 inh | pPAFAH inh | EBNA-1 inhibitor | ZTA counter |
| --- | --- | --- | --- | --- | --- | --- | --- | --- | --- | --- |
| 46 | O=C(Cc1cccs1)Nc1ccc2c(c1)C(=O)OC2 | 9 | -5 | 1 | 3 | -1 | -4 | 6 | -8 | -4 |
| 47 | COCC1CCCN(C(=O)c2ccc3oc(C(C)C)nc3c2)C1 (centres undefined) | 9 | 8 | -1 | 7 | 1 | 2 | 4 | 13 | -17 |
| 48 | O=C(COC(=O)Cc1ccc(Cl)cc1)Nc1c(F)cccc1F | 7 | 8 | 3 | 1 | -2 | 3 | 13 | 2 | -25 |
| 49 | COCC(=O)N(C)C[C@H]1N[C@@](C)(C(=O)OC)[C@H]2C(=O)N(C)C(=O)[C@@H]12 | 11 | 17 | -2 | . | . | 2 | -1 | . | . |
| 50 | CCOc1ccc(-n2c(N)c(C(=O)N3CCN(C)CC3)sc2=S)cc1 | 7 | 1 | -1 | 0 | -2 | 3 | 2 | -2 | 2 |
| 51 | CC(=O)Nc1ccc(Nc2ncnc3c2cnn3-c2ccc(C)cc2C)cc1 | -3 | 11 | 0 | -2 | -1 | -9 | 1 | 11 | -5 |
| 52 | COCC(C)n1c(C)cc(C(=O)COC(=O)c2n[nH]c3ccccc23)c1C (centres undefined) | 1 | 5 | 1 | -1 | 0 | -1 | 2 | 8 | 10 |
| 53 | COc1ccc(NC(=O)CC2C(=O)N(c3ccccc3)C(=O)N2Cc2ccco2)cc1 (centres undefined) | 7 | -2 | 2 | 0 | -1 | -4 | 0 | -6 | 4 |
| 54 | O=C(NC1CCCCCC1)c1c(F)c(F)c(F)c(F)c1F | 7 | 6 | 3 | 3 | 1 | -1 | 0 | -5 | -19 |
| 55 | CCn1cc(C(=O)Nc2cccc(C)c2)c(=O)c2ccc(C)nc21 | . | 6 | . | 0 | -4 | . | 2 | 6 | -4 |
| 56 | COc1cccc(/C=N/NC(=O)CSc2cccc3cccnc23)c1 | 6 | -5 | 2 | -1 | 2 | 1 | 1 | -11 | -16 |
| 57 | O=C(OCc1c(Cl)cccc1Cl)c1cccnc1Cl | 0 | -12 | -2 | 1 | -2 | 5 | 32* | -3 | -6 |
| 58 | COc1cc(/C=C/C(=O)O)cc(S(=O)(=O)NC2CCCC2)c1OC | -7 | 0 | 4 | -10 | -3 | 3 | -1 | 11 | 21 |

Assay outcomes from PubChem.
